# Source: PubChem BioAssay
# SARS 3CLpro inh: SARS-CoV 3CLpro protease inhibitors, primary screen, biochemical, quenched FRET. Replicase polyprotein 1ab (Severe acute respiratory syndrome coronavirus), P0C6X7. recombinant SARS-CoV 3CLpro, quenched FRET peptide cleavage. inhibition, % at 6 µM. 0.14% of 290,000 active; in the data active means inhibition above about 12%
# PfHsp40 rescue: rescue of yeast from PfHsp40 toxicity, primary screen, S. cerevisiae, ATP luminescence; 0.68% of 340,000 active; growth rescue, % at 12.5 µM; S. cerevisiae expressing PfHsp40, growth rescue; in the data active means growth rescue above about 28%, passing the limit was not always enough; inconclusive means no clear call, values can overlap the other calls;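 further: yeast W303a lacking pdr1 and pdr3 grown in galactose medium; growth measured after three days at 30 °C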
# Yp Topo-I inh: Yersinia pestis topoisomerase I inhibitors, primary screen, biochemical, cleavage product accumulation, plate reader, single point; Y. pestis Topo-I cleavage product accumulation; activity, % at 10 µM; DNA topoisomerase I (Yersinia pestis CO92); 0.064% of 360,000 active; AID 504884, 2011; in the data active means activity above about 50%, passing the limit was not always enough; inconclusive means no clear call, values can overlap the other calls; further: inactives centre near 2
# BH1578 lux ind: inducers of Vibrio cholerae quorum light production without autoinducers, primary screen, BH1578 luxS cqsA deficient, single point; V. cholerae BH1578 lux reporter, luminescence, 6 h; activation, % at 18.7 µM; 0.16% of 350,000 active; AID 588436, 2011; in the data active means activation mostly above about 9.7%, no sharp cut-off; inconclusive means no clear call, values can overlap the other calls; inactive means mostly below about 3.7%; further: not every result past the cut was called active; inactives centre near 0; reference of the scale not given here
# TcdB inh: TcdB glycohydrolase inhibitors, primary screen, biochemical, single point, plate reader | TcdB glycohydrolase enzymatic assay | inhibition, % at 9.99 µM | 0.24% of 350,000 active | AID 652162, 2013; in the data active means inhibition above about 10%
# Target sequence (P18177 whole entry, looked up): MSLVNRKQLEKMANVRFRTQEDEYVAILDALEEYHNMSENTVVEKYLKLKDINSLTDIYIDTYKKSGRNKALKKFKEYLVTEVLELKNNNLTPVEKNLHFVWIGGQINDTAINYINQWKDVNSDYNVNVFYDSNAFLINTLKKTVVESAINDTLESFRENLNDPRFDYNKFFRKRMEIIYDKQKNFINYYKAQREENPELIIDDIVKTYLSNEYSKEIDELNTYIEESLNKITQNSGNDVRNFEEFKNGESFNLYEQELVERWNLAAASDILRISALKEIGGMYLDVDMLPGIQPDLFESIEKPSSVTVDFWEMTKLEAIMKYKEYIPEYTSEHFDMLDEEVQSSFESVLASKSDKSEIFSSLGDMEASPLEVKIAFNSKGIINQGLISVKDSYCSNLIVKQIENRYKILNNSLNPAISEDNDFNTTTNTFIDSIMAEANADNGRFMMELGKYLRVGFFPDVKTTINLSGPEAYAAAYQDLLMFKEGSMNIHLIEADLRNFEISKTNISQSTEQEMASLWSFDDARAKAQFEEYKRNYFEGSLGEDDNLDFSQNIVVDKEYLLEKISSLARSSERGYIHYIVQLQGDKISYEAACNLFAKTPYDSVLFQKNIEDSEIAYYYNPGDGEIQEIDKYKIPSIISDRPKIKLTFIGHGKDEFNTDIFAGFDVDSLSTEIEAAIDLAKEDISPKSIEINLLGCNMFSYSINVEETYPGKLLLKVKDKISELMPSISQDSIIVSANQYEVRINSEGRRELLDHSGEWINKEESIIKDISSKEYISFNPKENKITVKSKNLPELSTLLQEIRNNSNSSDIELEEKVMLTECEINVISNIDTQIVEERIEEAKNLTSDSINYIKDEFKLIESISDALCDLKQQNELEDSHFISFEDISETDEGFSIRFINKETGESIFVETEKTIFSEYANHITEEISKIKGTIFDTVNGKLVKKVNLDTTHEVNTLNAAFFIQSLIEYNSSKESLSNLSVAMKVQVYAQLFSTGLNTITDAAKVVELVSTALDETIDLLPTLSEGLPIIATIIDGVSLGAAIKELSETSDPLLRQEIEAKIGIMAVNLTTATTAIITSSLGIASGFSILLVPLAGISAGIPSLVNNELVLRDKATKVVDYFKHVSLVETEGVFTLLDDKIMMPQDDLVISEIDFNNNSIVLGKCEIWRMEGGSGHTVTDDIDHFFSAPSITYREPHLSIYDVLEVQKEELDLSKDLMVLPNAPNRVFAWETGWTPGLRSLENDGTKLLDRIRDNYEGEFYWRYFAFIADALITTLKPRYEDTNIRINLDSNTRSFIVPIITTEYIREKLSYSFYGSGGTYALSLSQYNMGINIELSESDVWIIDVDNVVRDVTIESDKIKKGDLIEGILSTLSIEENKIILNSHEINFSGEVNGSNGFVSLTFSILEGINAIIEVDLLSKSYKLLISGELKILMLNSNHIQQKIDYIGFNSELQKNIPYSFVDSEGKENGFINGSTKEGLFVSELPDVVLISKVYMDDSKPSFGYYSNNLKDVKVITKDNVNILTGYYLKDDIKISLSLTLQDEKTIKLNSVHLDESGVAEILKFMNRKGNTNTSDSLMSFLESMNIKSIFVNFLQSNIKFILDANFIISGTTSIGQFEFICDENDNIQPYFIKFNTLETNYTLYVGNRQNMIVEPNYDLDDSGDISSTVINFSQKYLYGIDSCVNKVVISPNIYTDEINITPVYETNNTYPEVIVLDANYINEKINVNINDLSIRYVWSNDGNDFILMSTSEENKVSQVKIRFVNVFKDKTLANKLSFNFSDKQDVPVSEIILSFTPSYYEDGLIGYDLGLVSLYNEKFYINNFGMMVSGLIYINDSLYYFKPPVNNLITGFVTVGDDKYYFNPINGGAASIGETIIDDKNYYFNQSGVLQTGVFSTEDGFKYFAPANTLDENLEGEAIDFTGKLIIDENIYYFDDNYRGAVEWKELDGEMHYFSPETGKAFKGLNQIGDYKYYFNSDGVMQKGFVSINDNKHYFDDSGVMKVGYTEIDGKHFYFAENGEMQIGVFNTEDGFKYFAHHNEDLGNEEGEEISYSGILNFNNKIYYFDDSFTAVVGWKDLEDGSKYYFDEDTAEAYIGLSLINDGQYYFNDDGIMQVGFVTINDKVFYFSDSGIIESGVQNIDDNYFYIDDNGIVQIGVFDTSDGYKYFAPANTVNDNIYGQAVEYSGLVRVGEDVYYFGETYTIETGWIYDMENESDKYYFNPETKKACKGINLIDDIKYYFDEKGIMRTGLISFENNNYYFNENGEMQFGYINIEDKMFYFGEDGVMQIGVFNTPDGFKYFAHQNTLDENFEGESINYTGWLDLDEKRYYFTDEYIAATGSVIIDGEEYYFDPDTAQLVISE
# PriA SSB inh: inhibitors of Klebsiella pneumoniae PriA binding to SSB C-terminal tail, primary screen, biochemical, AlphaScreen. inhibition, % at 33 µM. 0.6% of 430,000 active. AID 1272365, 2023. AlphaScreen SSBct-PriA binding, biotinylated peptide. PriA–SSB C-terminal tail interaction (Klebsiella pneumoniae); in the data active means inhibition mostly above about 37%, no sharp cut-off; inactive means mostly below about 20%;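 further: plate controls were negative control peptide for no effect and reference peptide for full effect; strong numbers were not always called active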
# BoNT A protease: BoNT/A light chain protease inhibitors, primary screen, biochemical, flow cytometry, MLPCN library; Botulinum neurotoxin type A light chain protease (Clostridium botulinum A str. ATCC 3502); multiplex microsphere protease substrate cleavage; inhibition, % at 10 µM; 0.17% of 360,000 active; AID 588499, 2011; further: plate controls were buffer without enzyme for full effect and enzyme alone for no effect
# PrPC TRFRET: inhibitors of human cell surface prion protein PrPC, primary screen, cell-based, TR-FRET; 0.43% of 370,000 active; Major prion protein (Homo sapiens), P04156; TR-FRET read-out; inhibition, % at 13.8 µM; in the data active means inhibition above about 24%; further: 0% = median of the test wells and 100% = reference compound wells
# Anthrax LF prot: Bacillus anthracis LF protease inhibitors, primary screen, biochemical, multiplex microsphere, MLPCN library. Lethal factor (Bacillus anthracis), P15917. AID 588501, 2011. multiplex microsphere protease cleavage assay. inhibition, % at 10 µM. 0.12% of 360,000 active; further: plate controls were buffer without enzyme for full effect and enzyme alone for no effect
# Active calls of the source: *; i = inactive; u = inconclusive; x = no result given; & = joins results of further samples. Unless noted, no stated cut-off is given here; in the data, active means inhibition above about 30%; inconclusive means no clear call, values can overlap the other calls; inactive means below that. Some of the compounds tested; the hit share may differ from the screen's.
SMILES,SARS 3CLpro inh,PfHsp40 rescue,Yp Topo-I inh,BH1578 lux ind,TcdB inh,PriA SSB inh,BoNT A protease,PrPC TRFRET,Anthrax LF prot
O=C(CCn1[nH]c(=O)c2ccccc2c1=O)NCCO,2,-0.4,7,i,1.3,-2,-6.9,3,-14
O=C(c1ccco1)N1CCN(Cc2c(F)cccc2Cl)CC1,-2,0.0,3,-0.7,-0.2,-5,3.1,20,1
COc1ccc(C(=O)NCCS(=O)(=O)N2CCc3ccccc3C2)c(OC)c1,x,3.3,24,i,-2.2,-5,x,1,x
CCCC(=O)C1=C(O)C(C(=O)OC)C(C)(C)CC1=Nc1cccc([N+](=O)[O-])c1 (stereo not given),0,-0.7,-7,-0.7,0.5,19,-2.5,-2,9
Oc1ccc(-c2n[nH]c(=S)n2-c2ccc3c(c2)OCCO3)c(O)c1,0,0.0,-11,-0.2,x,-4,0.7,0,-2
Cc1cc(O)cc(=O)n1CCc1ccccc1,-9,-0.2,0,i,2.1,-10,-7.9,5,-15
CCOc1ccc(OCCCC(=O)NNC(=O)c2ccncc2)cc1,x,-0.4,-8,i,-2.6,5,x,6,x
CCN(CC)CCCN1C(=O)C(=O)/C(=C(/O)c2cc(C)ccc2C)C1c1cccnc1 (stereo not given),3,-1.8,0,i,x,x,-0.6,-3,0
COc1cccc(C(=O)NC(=S)N2c3ccccc3CC2C)c1OC (stereo not given),1,6.0,18,-0.2,0.6,14,-0.3,0,2
CC1Cc2ccccc2N1S(=O)(=O)c1cccc(C(=O)NCc2ccccn2)c1 (stereo not given),x,-0.3,22,i,0.5,1,1.5,-6,1
CSc1nsc(SC)c1C(=O)Nc1ccc(Cl)cc1,6,-0.7,-4,-0.4,-0.2,-15,-2.4,-1,-14
CCN1CC(CN(C)Cc2cn(-c3ccc(C)cc3)nc2-c2cccc(C)c2)CC1=O (stereo not given),2,-0.5,26,-0.2,0.9,3,-1.3,-8,0

# 3 structures already listed, sorted by length of the SMILES, falling:
SMILES,SARS 3CLpro inh,PfHsp40 rescue,Yp Topo-I inh,BH1578 lux ind,TcdB inh,PriA SSB inh,BoNT A protease,PrPC TRFRET,Anthrax LF prot
COc1ccc(C(=O)NCCS(=O)(=O)N2CCc3ccccc3C2)c(OC)c1,x,3.3,24,i,-2.2,-5,x,1,x
CCOc1ccc(OCCCC(=O)NNC(=O)c2ccncc2)cc1,x,-0.4,-8,i,-2.6,5,x,6,x
CSc1nsc(SC)c1C(=O)Nc1ccc(Cl)cc1,6,-0.7,-4,-0.4,-0.2,-15,-2.4,-1,-14

# Next compounds follow:
SMILES,SARS 3CLpro inh,PfHsp40 rescue,Yp Topo-I inh,BH1578 lux ind,TcdB inh,PriA SSB inh,BoNT A protease,PrPC TRFRET,Anthrax LF prot
CC(=O)O[C@@H]1[C@H]2[C@@H](C[C@@H](C)[C@@H]3C=CC(=O)[C@@]13C)OC(=O)[C@@H]2C,x,0.3,3,-0.4,2.0,-26,-0.6,4,-5
CCCCNc1cc(F)nc(N)n1,2,0.5,-2,-0.2,1.1,6,-0.3,5,0
Cc1ccc(C(=O)c2cc([N+](=O)[O-])ccc2N2CCOCC2)cc1C,0,1.3,18,-0.3,x,20,1.5,3,0
CN(C)C(=O)c1ccc(NC(=O)COc2cccc(Oc3ccccc3)c2)cc1,-2,17,30,i,-0.1,4,1.4,-1,-2
CC(=O)c1cccc(NC(=O)c2cc(=O)c3ccccc3o2)c1,-4,0.6,-5,0.7,0.7,0,-3.3,-1,-6
Cc1ccc(-c2nc3ccccc3[nH]2)cn1,-3,-2.1,5,i,3.7,-3,0.9,-2,-5
Cc1ccc(NC(=O)CSc2nsc(SCC(=O)Nc3ccc(C)cc3C)c2C#N)c(C)c1,-3,55*,7,i,-1.2,-9,-0.6,0,-3
COCCn1c(SCC(=O)Nc2ccc(F)cc2F)nc2c(c1=O)SCC2,x,x,4,i,-1.1,x,-0.2,7,-6
O=C1C2C3CCCC3=C3CCCC3C2C(=O)N1c1cccc(Cl)c1 (stereo not given),2,0.9,0,2.8,x,-13,0.0,-3,-1
COc1cccc(NC(=O)c2sc(NC(=O)c3ccncc3)nc2C)c1,5,-0.8,0,i,-0.2,-7,-1.3,-7,-3
CCCSc1nc2c(c(=O)[nH]c(=O)n2C)n1Cc1ccccc1,1,-0.9,-1,-0.3,1.5,4,-3.0,1,12
CCOC(=O)COc1ccc([N+](=O)[O-])cc1,-7,0.2,-1,-0.3,-1.3,-4,-0.3,1,-2
COc1ccc(C)cc1S(=O)(=O)N1CCC2(CC1)OCCN2S(=O)(=O)c1ccccc1,x,0.9,17,-5.6,0.2,-6,-1.8,-5,4
C[C@@H](C(=O)Nc1ccc2ccccc2c1)[C@@H]1C[C@@]1(C)[C@@H](NC(=O)c1cnccn1)c1ccccc1,3,2.3,17,i,0.8,-9,-1.3,-5,-5
O=C(CCCCCNC(=O)c1ccccc1)N/N=C/c1ccc(F)cc1,3,1.2,-13,i,1.9,x,-0.4,13,1
O=C(/C=C/[C@H]1O[C@@H](n2ccc(=O)[nH]c2=O)[C@H](O)[C@@H]1O)N[C@@H](Cc1ccccc1)C(=O)O,x,x,x,x,-4.0,x,-0.3,7,-10
Cc1cn(C(=O)c2ccccc2)c(=S)n1-c1ccc(Cl)cc1,4,0.1,6,i,x,-22,-1.6,3,-3
CSC1=NC(C)(C)C=C(/C=C/c2ccc(Cl)cc2)N1,-5,0.8,-9,-0.2,0.4,19,0.7,-6,-3
COC(=O)CSc1nnc(COc2cccc3ccccc23)o1,4,-0.2,0,i,2.6,-11,-0.8,-7,-3
CCN1C(=O)CSc2ccc(C(=O)OC)cc21,1,-0.5,4,i,0.8,-14,-0.4,2,-3
C#CCn1cc(/C=N/NC(=O)COc2cccc3cccnc23)c2ccccc21,-9,1.1,29,-0.2,x,x,0.8,-5,-1
CC(=O)NC1C(=O)N(CCN2CCOCC2)c2ccc(F)cc21 (stereo not given),12*,-0.8,2,2.2,-7.6,-1,-5.6,4,-12
Cc1noc(C)c1CSc1nc2cc(S(=O)(=O)N3CCOCC3)ccc2o1,-1,1.3,-1,i,x,-32,-0.2,-1,-1
CC1(C)C2CCC1(CS(=O)(=O)N1CCOCC1)C(=O)C2 (stereo not given),3,-0.8,3,-0.3,x,-5,0.4,-6,-3
CCOC(=O)c1[nH]c(C)c(C(=O)C(C)C)c1C,-3,-1.9,8,-0.2,x,-12,-1.7,-6,-2
COc1ccc(-c2csc(NC(=O)CSCc3c(C)noc3C)n2)c(OC)c1,x,2.3,26,-2.3,1.3,13,-0.6,2,-3
CC(C)c1cccc(C(C)C)c1NC(=O)c1ccc(-c2cc(Cl)ccc2Cl)o1,x,x,2,-0.7,2.9,x,-0.3,-6,-2
CCOC(=O)N1CCN(c2ccc3nnnn3n2)CC1,-5,-0.1,-2,-0.5,x,-18,-0.1,-4,2
Cc1cc[n+](Cc2ccccc2)cc1,x,-0.7,11,-0.4,-1.0,-20,-0.3,-10,-3
COC(=O)C1=C(c2ccccc2)C[C@@H]2CC[C@H]1N2C(=O)NCc1ccc(F)cc1,x,-0.5,-3,i,-0.5,-1,0.0,-3,-4
O=C(CCNS(=O)(=O)c1ccccc1F)N1CCN(Cc2ccccc2)CC1,x,0.6,7,i,-0.9,3,-1.0,-3,-2
O=S(=O)(c1ccccc1C(F)(F)F)N1CCN(c2ncnc3sccc23)CC1,x,u,19,-0.9,0.9,-16,4.0,7,-2
Cc1ccc(C(=O)NCC(=O)NCC(=O)OCc2ccc(Cl)cc2)cc1,3,0.0,1,i,-5.4,1,1.5,5,-1
O=C(OCc1cc(=O)c(OC(=O)c2ccccc2)co1)c1ccccc1,x,-4.5,24,i,1.0,-14,-0.6,4,-2
CC1(C(=O)NS(=O)(=O)C2CC2)CCCN(C(=O)C2(c3ccc(Cl)cc3)CCCC2)C1 (stereo not given),x,x,5,-0.8,0.2,x,-0.4,-2,-8
Cc1ccccc1CN(C)C(=O)c1ccc2ccccc2n1,1,-0.3,14,-1.3,-0.6,-7,-2.8,6,2
COc1ccc(CN2CCN(CCC(C)C)C(CCO)C2)cc1Cn1cncn1 (stereo not given),5,-0.3,-4,-0.6,0.5,-10,-0.7,-4,-3
Cc1ccc(NC(=O)Cn2cnc3ccccc32)cc1C,4,-0.3,1,-0.4,1.0,5&-6,-1.4,8,-3
CN(C)S(=O)(=O)c1cccc(NC(=O)c2ccc(-n3cncn3)c([N+](=O)[O-])c2)c1,x,-1.6,0,0.9,1.9,4,-3.2,-23,-2
O=C(O)CCc1nn2c3ccccc3n(CC(=O)c3cccs3)c2nc1=O,8,0.3,5,-1.1,1.6,5,0.3,-9,0
Cc1ccc(S(=O)(=O)N2CCC(C(=O)N[C@@H](C)C(=O)Nc3ccc(F)cc3)CC2)cc1,4,1.0,1,-0.3,-0.1,5,1.9,4,-1
O=C(c1ccc(Br)cc1)N(Cc1ccco1)C1CCS(=O)(=O)C1 (stereo not given),-3,-0.2,1,0.0,1.5,-10,1.7,-1,0
COC(=O)/C=C/c1cnc[nH]1,-5,-1.6,5,-1.0,0.6,-7,-0.4,-4,1
COc1ccc2cc3cc(C(=O)NCCCN4CCC(C)CC4)oc3nc2c1,-2,-0.1,-1,-0.1,x,-16,-2.4,x,0
CCCn1c(CCC(=O)O)ccc1-c1cccs1,-1,0.0,5,-4.8,x,-17,0.0,-2,6
COc1cc(/C=N/NC(=O)C2=NNC(=O)C2C)ccc1O (stereo not given),2,0.4,1,-2.4,0.0,x,0.1,3,-5
COC(=O)c1[nH]c2ccc(F)cc2c1NC(=O)C1=COCCO1,4,-0.5&4.5,-6,i,x,-6,0.3,-3,-1
CC(C)N1CCc2c(sc(NC(=O)CN3C(=O)c4ccccc4C3=O)c2C(N)=O)C1,10,1.7,3,-0.2,-0.9,0&-19,-1.0,-9,-3

# Limited to PriA SSB inh, for two of the compounds above:
Structure | PriA SSB inh
COC(=O)c1[nH]c2ccc(F)cc2c1NC(=O)C1=COCCO1 | -6
CC(C)N1CCc2c(sc(NC(=O)CN3C(=O)c4ccccc4C3=O)c2C(N)=O)C1 | 0&-19

# More structures:
SMILES,SARS 3CLpro inh,PfHsp40 rescue,Yp Topo-I inh,BH1578 lux ind,TcdB inh,PriA SSB inh,BoNT A protease,PrPC TRFRET,Anthrax LF prot
Cc1[nH]c2ccccc2c1C(=O)/C=C/c1ccccc1Cl,10,3.1,-4,-0.8,1.7,2,-0.9,7,-1
COc1ccc(NC(=O)C2Cc3c(-c4ccc(Cl)cc4)ccnc3O2)cc1OC (stereo not given),x,x,28,-0.7,0.5,x,0.1,14,3
COc1ccc(NC(=O)CCC(=O)Nc2nnc(C(F)(F)F)s2)c(OC)c1,5,1.5,3,i,x,-13,1.4,1,-10
CCc1cc(=O)oc2cc(OCC(=O)N3C[C@H]4C[C@@H](C3)c3cccc(=O)n3C4)ccc12,1,-0.1,1,-0.6,1.4,x,-0.7,-3,-7
CCNc1ccc([N+](=O)[O-])cc1,-6,-0.1,-1,-0.4,-0.3,-10,-2.5,-1,-3
CC(C)C[C@H]1COCCS(=O)(=O)N1Cc1cccc(F)c1,x,-0.5,-1,i,1.3,-1,-0.6,8,6
N#CCN1C(=O)C(=O)N(Cc2cccc(Cl)c2)C1=O,1,-0.1,1,0.1,0.8,1,-1.4,2,2
CCC(C)(C)NC(=O)C(c1ccc(F)cc1)N(Cc1cccs1)C(=O)c1cnccn1 (stereo not given),3,-0.2,8,-0.9,x,-3,-0.6,9,5
Cn1c(O)c(C(=Nc2ccc(F)cc2)c2ccccc2)c(=O)n(C)c1=O,-1,-0.5,-3,i,0.2,-7,x,0,x
